Rhodamine autofl = qHTS Assay for Spectroscopic Profiling in Rhodamine Spectral Region. max dye-equivalent concentration, M. Rhodamine-region fluorescence, 547/598 nm, Tris buffer; active compounds read high. hit rate 0.05% among 59,000; in the data active means max dye-equivalent concentration above about 11 nM; inconclusive means between about 1.1 nM and that limit
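Steps: pin-transfer compounds into pH 8.0 Tris (100 mM), hold 15 min at room temperature, image with a 547/598 nm filter pair, and convert intensities to rhodamine-equivalent concentration using a six-point on-plate rhodamine series.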
BRCT inh green = qHTS Assay for Inhibitors of BRCT-Phosphoprotein Interaction (Green Fluorophore); hit rate 0.05% among 75,000; BRCA1 BRCT-phosphopeptide binding, green fluorescence polarization; AID 875, 2007; Breast cancer type 1 susceptibility protein (Homo sapiens), P38398; Potency, µM (series often up to 76.9 µM), inactives show top-dose activity change, negative = inhibition, usual class: inhibitors;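 further: potency means the concentration at half of the fitted maximal effect; plate controls were peptide without protein for full effect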
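Fluorescence polarization: His-tagged BRCT (~35 kDa BRCA1 C-terminus, 250 nM) bound to 100 nM fluorescein-labeled phosphorylated 10-aa BACH1 peptide, pH 7.3 phosphate buffer with DTT and Tween 20. Compounds incubated 12 min at room temperature; inhibition read as lowered polarization.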
HADH2 inhib = qHTS Assay for Inhibitors of HADH2 (Hydroxyacyl-Coenzyme A Dehydrogenase, Type II) | Potency, µM (titrated, usually from 57.1 µM), for inactives: top-dose activity change, negative = inhibition, most hits filed as inhibitors | hit rate 3.4% among 73,000 | recombinant HADH2, NADH fluorescence, beta-hydroxybutyryl-CoA; further: potency means the concentration at half of the fitted maximal effect; on the % scale 0 is the no-effect control and ±100 the full control effect; nearly all actives have a fitted effect of over 60% in size; many of its hits are not listed in these tables
Target sequence (Q99714 whole entry, looked up, one chain of several): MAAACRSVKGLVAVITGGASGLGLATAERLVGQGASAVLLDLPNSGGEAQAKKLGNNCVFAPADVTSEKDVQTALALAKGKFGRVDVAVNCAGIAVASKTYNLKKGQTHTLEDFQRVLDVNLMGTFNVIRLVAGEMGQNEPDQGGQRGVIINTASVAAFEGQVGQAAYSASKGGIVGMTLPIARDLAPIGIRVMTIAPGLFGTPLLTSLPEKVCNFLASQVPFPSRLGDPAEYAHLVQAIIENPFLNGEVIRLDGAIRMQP
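20 nM HADH2 + cpd, 15 min RT; add 1 mM NAD+/90 uM beta-hydroxybutyryl-CoA; kinetic fluorescence 360/450 nm, 4 min. Tris-HCl pH 9.0, 0.01% Tween-20.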
BRCT inh red = qHTS Assay for Inhibitors of BRCT-Phosphoprotein Interaction (Red Fluorophore); hit rate 0.03% among 75,000; AID 892, 2007; Potency, µM (highest dose often 76.9 µM), for the others: at the top dose activity change, negative = inhibition, usual class: inhibitors; BRCT-phosphopeptide binding, red fluorescence polarization; further: on the % scale 0 is the no-effect control and ±100 the full control effect
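Fluorescence polarization: 100 nM His-tagged BRCA1 BRCT with 100 nM TAMRA-labelled phospho-BACH1 decapeptide, phosphate buffer pH 7.3 with 150 mM NaCl, DTT, 0.01% Tween 20; 12 min RT. Binding inhibition seen as FP decrease.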
15-hLO inh = qHTS Assay for Inhibitors of 15-hLO (15-human lipoxygenase); hit rate 1.4% among 74,000; purified 15hLO-1, xylenol orange hydroperoxide absorbance; Polyunsaturated fatty acid lipoxygenase ALOX15 (Homo sapiens), P16050; Potency, µM (doses to about 57.1 µM), without a hit: at the top dose activity change, negative = inhibition, most hits filed as inhibitors; further: potency means the concentration at half of the fitted maximal effect; on the % scale 0 is the no-effect control and ±100 the full control effect; nearly all actives have a fitted effect of over 55% in size
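Hydroperoxide formed from arachidonic acid (50 uM) by purified human 15hLO-1 (40 nM) oxidizes ferrous iron, and the ferric-xylenol orange complex is read at 573 versus 405 nm. Compounds were preincubated 15 min; reaction ran 6 min at room temperature.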
Caspase-7 inhib = qHTS Assay for Allosteric/Competitive Inhibitors of Caspase-7. hit rate 0.02% among 75,000. recombinant caspase-7, Ac-DEVD-AFC fluorescence rate. AID 889, 2007. P55210. Potency, µM (titrated, usually from 57.5 µM), for the others: top-dose activity change, negative = inhibition, most hits filed as inhibitors; active means well fitted inhibition curve with a large enough effect in the main read-out, with a control signal flat, not every such curve was filed as active; inconclusive means small, poorly fitted or top-dose-only effect, or a change in a side signal; further: potency means the concentration at half of the fitted maximal effect; % of control where 0% means no effect
Target sequence (P55210 24-198 limits assumed): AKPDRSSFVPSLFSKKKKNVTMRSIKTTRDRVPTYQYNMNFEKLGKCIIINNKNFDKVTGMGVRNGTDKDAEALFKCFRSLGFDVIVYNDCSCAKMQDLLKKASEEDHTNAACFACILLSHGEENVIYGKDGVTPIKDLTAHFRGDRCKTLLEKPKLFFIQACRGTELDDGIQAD
Target sequence (P55210 207-303 limits assumed): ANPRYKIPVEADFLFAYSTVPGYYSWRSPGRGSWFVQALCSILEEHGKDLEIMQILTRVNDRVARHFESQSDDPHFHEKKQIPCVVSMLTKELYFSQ
HEK293 cAMP ctrl = qHTS Assay for Agonists of the Thyroid Stimulating Hormone Receptor: Activators of Intracellular cAMP Concentrations in Parental HEK 293. parental HEK293 CNG cAMP sensor, membrane potential fluorescence. Potency, µM (doses to about 57.1 µM), for the others: at the highest dose activation, most hits filed as activators. hit rate 2.5% among 73,000. AID 938, 2007; further: potency means the concentration at half of the fitted maximal effect; % of control where 0% means no effect; nearly all actives have a fitted effect of over 55% in size
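Parental HEK 293 cells stably expressing a modified CNG channel (no TSHR) report cAMP rise as membrane depolarization. Membrane potential dye with 100 uM RO 20-1724 was loaded for 60 min at room temperature, then compound added for 30 min; fluorescence read at 590 nm.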
USP2a inh = qHTS Assay for Inhibitors of Ubiquitin-specific Protease USP2a; Ubiquitin carboxyl-terminal hydrolase 2 (Homo sapiens), O75604; USP2a enzymatic assay, qHTS inhibition; Potency, µM (highest dose often 38.3 µM), inactives show at the highest dose activity change, negative = inhibition, actives largely listed as inhibitors; hit rate 0.1% among 60,000;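 further: potency means the concentration at half of the fitted maximal effect; nearly all actives have a fitted effect of over 60% in size; plate controls were DMSO for no effect and NEM full inhibition control for full effect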
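USP2 core (20 nM final) was preincubated with compound for 30 min at RT in 20 mM Tris-HCl pH 8.0, 2 mM CaCl2, 2 mM beta-mercaptoethanol; Ub-PLA2 (20 nM) plus NBD C6-HPC (20 uM) then added, fluorescence read after 2.5 h.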
Caspase-1 inhib = qHTS Assay for Allosteric/Competitive Inhibitors of Caspase-1 | Caspase-1 enzyme, Ac-WEHD-AFC fluorogenic rate | Potency, µM (series often up to 57.5 µM), without a hit: at the highest dose activity change, negative = inhibition, hits mostly inhibitors | hit rate 0.03% among 75,000 | AID 900, 2007;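 further: potency means the concentration at half of the fitted maximal effect; plate controls were vehicle for no effect and no substrate for full effect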
Target sequence (P29466 120-297 limits assumed): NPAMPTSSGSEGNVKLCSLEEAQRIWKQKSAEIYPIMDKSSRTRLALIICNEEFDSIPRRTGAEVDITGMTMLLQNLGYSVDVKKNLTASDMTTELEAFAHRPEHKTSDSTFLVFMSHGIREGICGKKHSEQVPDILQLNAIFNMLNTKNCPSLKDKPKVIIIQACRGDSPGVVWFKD
Target sequence (P29466 317-404 limits assumed): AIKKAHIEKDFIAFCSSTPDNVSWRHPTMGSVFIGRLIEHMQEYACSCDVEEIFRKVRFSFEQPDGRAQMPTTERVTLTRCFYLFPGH
Pol III holo inh = qHTS Assay for Inhibitors of DNA Polymerase III Holoenzyme System; reconstituted DNA polymerase III holoenzyme replication, biochemical; Potency, µM (top dose mostly 57.1 µM), for the others: at the top dose activity change, negative = inhibition; hit rate 0.25% among 71,000; further: potency means the concentration at half of the fitted maximal effect; on the % scale 0 is the no-effect control and ±100 the full control effect
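Reconstituted *E. coli* holoenzyme (0.35 nM Pol III, 1 nM beta, 154 nM SSB, 2 nM primase) was preincubated with compound for 15 min at RT. Synthesis on 1.4 nM ssM13Gori ran 35 min, then was stopped with PicoGreen/EDTA and read as dsDNA fluorescence.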
Tau fil binding = qHTS Assay for Tau Filament Binding. hit rate 2% among 71,000. Potency, µM (doses to about 57.1 µM), for inactives: top-dose activity change, negative = inhibition. Microtubule-associated protein tau (Homo sapiens), P10636. recombinant tau filaments, thioflavin S fluorescence, 15 h; filaments grown with octadecylsulfate alongside compound;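 further: potency means the concentration at half of the fitted maximal effect; on the % scale 0 is the no-effect control and ±100 the full control effect; actives lower thioflavin S fluorescence by blocking filaments or displacing dye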
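Quantitative HTS: thioflavine S signal from ODS-induced tau filaments, excited at 450 nm, emission 510 nm. Conditions: 1 uM tau, 30 uM ODS, 15 h at 37 C, pH 7.4.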
Active calls of the source: *; i = inactive; ? = inconclusive; nt = no result given; [ ] = another dose, or the depositor's remark. Unless noted, the call rests on the fitted dose curve; in most records, active means well fitted curve in the direction sought with a large enough effect; inconclusive means small, poorly fitted or top-dose-only effect, or another doubt; inactive means no such curve, though single readings can be large; an effect the other way counts as inactive or inconclusive. Only part of the results is shown. The share of hits here may be higher or lower than overall.

SMILES	Rhodamine autofl	BRCT inh green	HADH2 inhib	BRCT inh red	15-hLO inh	Caspase-7 inhib	HEK293 cAMP ctrl	USP2a inh	Caspase-1 inhib	Pol III holo inh	Tau fil binding
CCOC(=O)c1cn(CC(=O)Nc2ccccc2C(=O)OCC)nn1	i	-8.2%	0%	-2.8%	-7%	1%	5%	-8%	0%	-2%	1%
CCC(C)C1C(C#N)=C(N)Oc2n[nH]c(C)c21 (stereo not drawn)	nt	-1.3%	-10%	1.5%	8%	0%	15%	nt	-1%	3%	-2%
COc1ccc(OC)c(S(=O)(=O)N2CCCCCC2)c1	i	0.3%	3%	-0.9%	3%	2%	23%	-2%	-2%	-7%	-6%
Cc1cc(C)cc(N2CC(C(=O)O)CC2=O)c1 (stereo not drawn)	i	-1.1%	-4%	-0.3%	-5%	1%	16%	-4%	0%	-12%	6%
O=C(CSc1ccc2nnc(-c3ccccc3)n2n1)NCc1ccco1	i	-0.4%	-13%	-2.9%	-2%	-1%	1%	4%	2%	-19%	0%
COC(=O)N1CCC2(CCCN(C(=O)Nc3ccccc3)C2)CC1	i	0.1%	7%	-1.2%	6%	2%	5%	3%	-5%	-6%	5%
O=C(O)CCC(NS(=O)(=O)c1ccc(-c2ccccc2)cc1)C(=O)O (stereo not drawn)	i	-1.6%	-8%	1.6%	3%	1%	6%	-1%	-2%	-3%	-4%
O=C(Nc1ccc(F)cc1F)NC1CC(=O)N(Cc2ccccc2)C1 (stereo not drawn)	nt	-0.3%	4%	-0.4%	6%	-2%	14%	nt	-6%	nt	nt
CC1CCN(C(=O)CSc2nnc(CNC(=O)COc3ccc(Cl)cc3)o2)CC1	i	-1.5%	13%	-0.6%	-1%	0%	2%	13%	0%	0%	7%
COc1ccc(-n2c(Cc3cccn3C)nnc2SCC(=O)N2CCC(C)CC2)cc1	nt	1.9%	-2%	-0.6%	-16%	0%	?	nt	0%	5%	5%
O=C(c1cccc(F)c1)N1CCC2(CCCN(c3cccc(-c4ccccc4)c3)C2)CC1	i	22%	1%	2.5%	-21%	-10%	1.3µM*	127%[activator]	-8%	0%	6%
Cc1ccc2c(c1)N(CCCC(=O)NCCC1=CCCCC1)C(=O)CO2	i	1.9%	5%	0.3%	-9%	-1%	?	6%	-2%	-4%	-7%
CC(C)C(NC(=O)c1ccccc1)C(=O)NCc1ccccn1 (stereo not drawn)	i	-1.3%	12%	0.0%	8%	-1%	1%	2%	-4%	0%	0%
Cc1ccc(S(=O)(=O)N2CCOCC2)cc1C(=O)Nc1c(C)n(C)n(-c2ccccc2)c1=O	i	-0.3%	5%	1.0%	6%	-1%	1%	-3%	1%	-1%	1%
O=P(O)(O)CP(=O)(O)O	i	-1.1%	?	1.2%	3%	0%	-7%	-7%	0%	-5%	-2%

3 structures out of the list, arranged by heavy-atom count, smallest number first:
SMILES	Rhodamine autofl	BRCT inh green	HADH2 inhib	BRCT inh red	15-hLO inh	Caspase-7 inhib	HEK293 cAMP ctrl	USP2a inh	Caspase-1 inhib	Pol III holo inh	Tau fil binding
O=C(O)CCC(NS(=O)(=O)c1ccc(-c2ccccc2)cc1)C(=O)O (stereo not drawn)	i	-1.6%	-8%	1.6%	3%	1%	6%	-1%	-2%	-3%	-4%
Cc1ccc2c(c1)N(CCCC(=O)NCCC1=CCCCC1)C(=O)CO2	i	1.9%	5%	0.3%	-9%	-1%	?	6%	-2%	-4%	-7%
CC1CCN(C(=O)CSc2nnc(CNC(=O)COc3ccc(Cl)cc3)o2)CC1	i	-1.5%	13%	-0.6%	-1%	0%	2%	13%	0%	0%	7%

(more compounds)
SMILES	Rhodamine autofl	BRCT inh green	HADH2 inhib	BRCT inh red	15-hLO inh	Caspase-7 inhib	HEK293 cAMP ctrl	USP2a inh	Caspase-1 inhib	Pol III holo inh	Tau fil binding
C=CCOc1cccc(C2c3c(oc4ccccc4c3=O)C(=O)N2c2ccccn2)c1 (stereo not drawn)	nt	-0.4%	-1%	-0.2%	6%	0%	-1%	nt	-1%	7%	19%
O=C(CSc1nnnn1-c1ccc2c(c1)OCO2)NCc1cccs1	i	-1.0%	-1%	-1.8%	-8%	-2%	3%	8%	0%	2%	-1%
O=c1[nH]c2cc3c(cc2cc1C(c1nnnn1CC1CCCO1)N1CCCC1)OCO3 (stereo not drawn)	i	-7.1%	?	0.7%	-11%	-23%	-2%	nt	?	-8%	16%
O=C(OCC1OC2C(Oc3nc(=O)ccn32)C1O)c1ccccc1 (stereo not drawn)	i	-1.9%	-6%	0.6%	9%	0%	6%	12%	-3%	-2%	2%
COC(=O)c1ccc(C(NC(=O)OCc2ccccc2)/C(=C/[C@@H](C)C(=O)NCc2cccnc2)c2cccnc2)cc1 (stereo partly drawn)	nt	-1.5%	8%	0.9%	3%	0%	28%	nt	1%	4%	4%
O=c1nc(NCc2ccco2)sc2ncccc12	i	1.0%	6%	-1.6%	5%	-3%	0%	-7%	1%	-2%	-3%
COc1ccc(C(=O)Nc2ccc(S(=O)(=O)N3CCOCC3)cc2)cc1OC	nt	-2.3%	-7%	0.3%	0%	0%	-6%	nt	-3%	nt	nt
O=C1Nc2ccccc2C12OC1CCCCC1O2 (stereo not drawn)	i	0.1%	4%	0.3%	8%	-3%	9%	9%	2%	-7%	-28%
Nc1c(C(=O)NCc2ccco2)sc2nc3c(cc12)C(=O)CCC3	i	-2.2%	?	0.6%	?	-15%	-4%	29%	-1%	-20%	20µM*
CCCCOC(=O)c1ccc(NC(=O)CSCc2n[nH]c(=O)[nH]2)cc1	nt	-1.6%	-7%	-0.7%	6%	0%	-13%	5%	1%	-1%	10%
O=C(O)CCc1nn2c3ccccc3nc2n(-c2ccccc2)c1=O	i	-3.7%	-7%	-0.3%	0%	1%	16%	0%	-1%	-2%	3%
C=CCN1C(=Nc2ccccc2)SC/C1=C\C(=O)OC	i	-2.5%	-4%	0.3%	-2%	1%	24%	-6%	1%	-2%	1%
Cc1cccc(OCC(=O)Nc2ccc(N3CCCC3)cc2)c1C	nt	-0.9%	-22%[11.4 µM]	0.3%	?	-1%	-25%[11.4 µM]	39%[activator][7.66 µM]	-4%	2%[11.4 µM]	?
CNc1nc(Oc2ccccc2C(=O)OC)nc(SC)n1	i	0.1%	-4%	-0.8%	4%	-1%	1%	-4%	-1%	1%	-6%
CC(=O)NC(CCS(C)(=O)=O)C(=O)Nc1nccs1 (stereo not drawn)	i	-0.4%	-7%	0.6%	1%	0%	21%	6%	2%	-2%	4%
CCOC(=O)Nc1nnc(-c2cccc(OC)c2)s1	i	-1.7%	32µM*	0.8%	-7%	-1%	5%	?	0%	2%	19%
O=c1cc(Cn2ccnc2)c2cc3c(cc2o1)CCC3	i	0.7%	-10%	0.6%	7%	1%	2%	3%	-1%	-4%	-4%
COc1ccc(S(=O)(=O)NCc2ccc(C(=O)N3CCN(c4ccccn4)CC3)cc2)cc1	i	2.0%	3%	-0.8%	-1%	0%	20%	16%	1%	6%	12%
OCCN[C@@H]1c2cc(Cl)ccc2-c2c(Cl)cc(Cl)cc21	i	1.2%[15.4 µM]	1%[11.4 µM]	0.7%[15.4 µM]	-12%[11.4 µM]	0%[11.5 µM]	1%[11.4 µM]	nt	-2%[11.5 µM]	1%[11.4 µM]	1%[11.4 µM]
COc1ccc(CCNC(=O)c2nnn(-c3ccc4c(c3)OCCO4)c2N)cc1OC	i	4.5%	2%	0.8%	-1%	-1%	3%	25%	-2%	1%	-21%
COC(=O)N1[C@H](Cc2ccccc2)C=C[C@]1(C)C(=O)NCc1ccc(N(C)C)cc1	nt	-1.9%	3%	-1.8%	?	0%	?	nt	1%	-4%	-6%
O=c1c2ccccc2nc(-c2ccccc2)n1CCN1CCOCC1	i	2.2%	-15%	-1.5%	1%	0%	?	-7%	-1%	-2%	-8%
CCN1C(=O)c2ccc(C(=O)O)cc2C1=O	i	0.8%	-4%	-0.5%	8%	4%	16%	-5%	1%	-3%	5%
